hERG rescue = hERG rescue from dofetilide block, primary screen, cell-based, CHO-hERG, FluxOR thallium flux, dofetilide IC70; AID 1511, 2009; hit rate 0.51% among 310,000; dofetilide IC70 present; Voltage-gated inwardly rectifying potassium channel KCNH2 (Homo sapiens), Q12809; activation (rescue from dofetilide block), less the hit threshold, % at 10 µM;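 active means activation above the mean of controls blocked by dofetilide plus 5 SD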;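 further: thallium influx through hERG after potassium depolarization seen as dye fluorescence rise; in these data hits start at about 4.7%; inactives centre near -7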
KCNK3 block = human KCNK3 channel inhibitors, primary screen, CHO cells, FluxOR thallium flux, B-score. hit rate 0.84% among 340,000. FluxOR fluorescence; active compounds read low. Potassium channel subfamily K member 3 (Homo sapiens), O14649. B-score at 10 µM;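 active means B-score under library mean minus 4 SD, starting fluorescence ratio at most library mean plus 5 SD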;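 further: more negative B-score means stronger inhibition of thallium flux through KCNK3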
Target sequence (O14649 whole entry, looked up): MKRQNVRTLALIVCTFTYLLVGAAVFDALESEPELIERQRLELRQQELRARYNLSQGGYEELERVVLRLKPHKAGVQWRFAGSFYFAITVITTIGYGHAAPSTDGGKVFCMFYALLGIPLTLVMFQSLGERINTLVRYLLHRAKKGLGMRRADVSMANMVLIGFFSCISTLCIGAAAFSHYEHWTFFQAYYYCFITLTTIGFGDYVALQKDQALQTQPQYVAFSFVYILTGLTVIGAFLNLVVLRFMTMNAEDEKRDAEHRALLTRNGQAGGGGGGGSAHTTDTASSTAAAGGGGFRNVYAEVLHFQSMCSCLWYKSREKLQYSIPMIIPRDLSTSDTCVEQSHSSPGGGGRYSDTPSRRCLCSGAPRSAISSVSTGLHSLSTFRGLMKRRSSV
Platelet DG rel = inhibitors of platelet dense granule secretion, primary screen, cell-based, MLPCN, human platelets | human platelet-rich plasma, SFLLRN dense granule ATP release, luminescence | inhibition, %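 (compounds screened at 7.5 µM in platelet-rich plasma)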 | hit rate 0.22% among 300,000;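 active means mean replicate score, as percent of positive control, at or above 50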
KCNQ1 act = potentiators or activators of KCNQ1 channel, primary screen, cell-based, thallium flux, high-throughput; CHO-K1 KCNQ1, thallium flux FluxOR fluorescence; active compounds read high; B-score at 10 µM; hit rate 0.35% among 310,000;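 active means fluorescence ratio B-score, a plate-corrected score, at least three library SD, with initial intensity B-score within 5 SD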
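Test system: CHO-K1 cells stably expressing KCNQ1 / Medium: assay buffer / Also added: depolarizing K+/Tl+ stimulus, K2SO4 and Tl2SO4 each 12.5 mM in 5x stock / Incubation: 90 min dye loading and 20 min compound exposure, both at room temperature / Signal: thallium influx via FluxOR fluorescence, kinetic imaging / Evaluation: B score of baseline-normalized fluorescence ratio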
TRPC4 block = inhibitors of mouse TRPC4 channel, primary screen, Fluo4 calcium, HEK293 TRPC4beta/mu-opioid cells. B-score at 10 µM. AID 2247, 2010. DAMGO-evoked Fluo4 calcium flux; active compounds read low. hit rate 0.39% among 300,000;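 active means B-score over 3 SD under the library average, no early fluorescence shift, positive overall ratio signal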
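Assay system: Stable TRPC4beta/mu-opioid receptor HEK293 cells | Reagent: DAMGO in two steps, submaximal then maximal | Compound dosing: Single concentration per test compound | Signal: Fluo4 Ca2+ flux fluorescence | Evaluation: Per-well B score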
PolyA inhibitor = polyadenylation inhibitors in yeast reporter cells, primary screen, luminescence, S. cerevisiae; S. cerevisiae SKY197-pL101 polyadenylation reporter, beta-gal luminescence; efflux-impaired pdr1/pdr3 knockout yeast; score 100 = 6 SD above DMSO; calls only at 12 µM; hit rate 0.02% among 300,000;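 active means lowest replicate activity score at least 50, where 100 means six control SD above control mean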;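 further: yeast exposed to compound for 9 h at 30 °C; higher score means more reporter readthrough which indicates perturbed polyadenylation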
KCNQ1 inh = inhibitors of human KCNQ1 channel, primary screen, cell-based, thallium flux, high-throughput; Potassium voltage-gated channel subfamily KQT member 1 (Homo sapiens), P51787; CHO-K1 KCNQ1, FluxOR thallium flux fluorescence; active compounds read high; B-score at 10 µM; hit rate 1.3% among 310,000; AID 2642, 2010;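 active means compounds whose thallium flux B-score, printed positive for inhibition, exceeds three library SD while starting fluorescence stays within three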;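 further: channel opened by potassium depolarization with thallium stimulus after 20 min compound exposure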
Dyrk1A ADPGlo = rat Dyrk1A kinase inhibitors, primary screen, biochemical, single point, plate reader; Dual specificity tyrosine-phosphorylation-regulated kinase 1A (Rattus norvegicus), Q63470; ADP-Glo luminescence, NFATc1 peptide; inhibition, % at 12.5 µM; hit rate 0.43% among 310,000; in the data active means inhibition above about 50%;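 further: plate controls were vehicle with enzyme for no effect and no enzyme for full effect; many of its hits are not listed in these tables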
TRPC4 agonist = activators of mouse TRPC4 channel, primary screen, Fluo4 calcium, HEK293 TRPC4beta/mu-opioid cells; Short transient receptor potential channel 4 (Mus musculus), Q9QUQ5; Fluo4 calcium fluorescence; active compounds read high; B-score at 10 µM; hit rate 0.49% among 310,000; AID 2237, 2010;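 active means B-score above 5 SD of library B-scores, and initial fluorescence ratio not above library mean plus 5 SD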;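 further: positive B-score marks a calcium rise read as TRPC4 activation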
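Assay system: HEK293 cells stably co-expressing mouse TRPC4beta and mu-opioid receptor / Timing: Fluo4 dye loading 45 min at room temperature, 110 s recording / Signal: Fluo4 calcium-sensitive dye fluorescence, kinetic, 1 Hz baseline / Read-out: integrated baseline-normalised fluorescence ratio, converted to per-well B score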
KCNK9 block = KCNK9 potassium channel inhibitors, primary screen, HEK293 cells, thallium flux; hit rate 1.2% among 310,000; Potassium channel subfamily K member 9 (Homo sapiens), Q9NPC2; B-score at 10 µM; AID 488922, 2010; FluxOR thallium flux fluorescence; active compounds read low;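 active means ratio B-score over 3 SD below the library mean, with starting fluorescence within 5 SD of its mean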;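 further: negative B-score means less thallium flux so channel inhibition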
Target sequence (Q9NPC2 whole entry, looked up): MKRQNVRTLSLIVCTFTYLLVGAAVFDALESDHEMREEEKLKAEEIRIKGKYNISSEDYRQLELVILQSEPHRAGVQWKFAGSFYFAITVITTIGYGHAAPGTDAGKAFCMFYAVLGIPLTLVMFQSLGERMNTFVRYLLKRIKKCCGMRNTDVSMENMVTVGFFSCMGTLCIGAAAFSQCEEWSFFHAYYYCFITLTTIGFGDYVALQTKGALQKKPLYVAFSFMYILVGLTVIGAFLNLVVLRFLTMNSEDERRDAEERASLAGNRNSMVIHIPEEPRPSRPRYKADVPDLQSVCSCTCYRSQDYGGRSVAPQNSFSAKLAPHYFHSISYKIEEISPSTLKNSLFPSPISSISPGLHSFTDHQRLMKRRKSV
TRPC4 PAM = positive allosteric modulators of TRPC4, primary screen, cell-based, mouse TRPC4beta, HEK293 mu-opioid, Fluo-4 calcium; Short transient receptor potential channel 4 (Mus musculus), Q9QUQ5; DAMGO EC20, Fluo-4 Ca2+ flux; active compounds read high; B-score at 10 µM; hit rate 0.42% among 310,000; AID 2227, 2009;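 active means B-score of calcium response area above 5 SD of library B-scores, with initial fluorescence ratio within 5 SD of library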;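 further: B-score of integrated fluorescence ratio over time as area under calcium response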
Starred values were filed as active, the others as inactive; i = inactive; x = no result given. The list is partial; count on the stated rates, not on these rows.

canonical_smiles	hERG rescue	KCNK3 block	Platelet DG rel	KCNQ1 act	TRPC4 block	PolyA inhibitor	KCNQ1 inh	Dyrk1A ADPGlo	TRPC4 agonist	KCNK9 block	TRPC4 PAM
COC(=O)C1(S(=O)(=O)c2cccc3nsnc23)CC1	-5	i	-20	i	i	i	i	3	i	i	i
OC(COCC1COc2ccccc2O1)CN1CCN(c2ccccc2F)CC1 (centres undefined)	-2	i	-6	i	i	i	i	0	i	i	i
CC(C)(C)c1ccc(CN2C(=O)CSC2=O)cc1	-8	i	3	i	i	i	i	-34	i	i	i
NCCCNC(=O)Cn1c(=O)c2c3c(sc2n(Cc2ccccc2)c1=O)CCCC3	-9	i	4	i	i	i	i	0	i	i	i
COc1ccc(C(=O)OCC(=O)Nc2c(C)cccc2C)c(OC)c1OC	-1	i	5	i	i	i	i	3	i	i	i
O=C(NCC1CCCO1)c1nn2c(C(F)(F)F)cc(-c3cccs3)nc2c1Br (centres undefined)	1	i	4	i	i	i	i	4	i	i	i
CCCn1c(C)nc2c(c1=O)c1nc3ccccc3nc1n2CCC1=CCCCC1	-10	i	0	i	i	i	i	-2	i	i	i
COC(=O)C(NC(=O)c1ccccc1)(Nc1nccs1)C(F)(F)F (centres undefined)	-5	i	-19	i	i	i	i	1	i	i	i
CC(C)NC(=O)CC(=O)N/N=C/c1cccs1	-5	i	3	i	i	i	i	5	i	i	i
CNc1nc(N)c([N+](=O)[O-])c(NCC2CCCO2)n1 (centres undefined)	-4	i	0	i	i	i	i	x	i	i	i

Taken from the results shown, 3 compounds:
canonical_smiles	hERG rescue	KCNK3 block	Platelet DG rel	KCNQ1 act	TRPC4 block	PolyA inhibitor	KCNQ1 inh	Dyrk1A ADPGlo	TRPC4 agonist	KCNK9 block	TRPC4 PAM
O=C(NCC1CCCO1)c1nn2c(C(F)(F)F)cc(-c3cccs3)nc2c1Br (centres undefined)	1	i	4	i	i	i	i	4	i	i	i
CCCn1c(C)nc2c(c1=O)c1nc3ccccc3nc1n2CCC1=CCCCC1	-10	i	0	i	i	i	i	-2	i	i	i
COC(=O)C(NC(=O)c1ccccc1)(Nc1nccs1)C(F)(F)F (centres undefined)	-5	i	-19	i	i	i	i	1	i	i	i

Going on with the list:
canonical_smiles	hERG rescue	KCNK3 block	Platelet DG rel	KCNQ1 act	TRPC4 block	PolyA inhibitor	KCNQ1 inh	Dyrk1A ADPGlo	TRPC4 agonist	KCNK9 block	TRPC4 PAM
CCOC(=O)C1=C(C)N(c2ccc(OC)cc2)C(=O)/C1=C\c1ccc(O)c(OCC)c1	-14	i	9	i	i	x	6*	x	i	i	i
CC(C)(C)c1ccc(OCc2nc(-c3ccccn3)no2)c(Br)c1	-8	i	8	i	i	i	i	-3	i	-6.8*	i
CCOC(=O)CC1(c2ccc(OC)c(OC)c2)C(=O)c2ccccc2C1=O	-7	i	-12	i	i	i	i	x	i	i	i
c1cnc(SCCOc2cccc3ccccc23)nc1	-3	i	7	i	i	i	i	3	i	-9.9*	i
CCOc1ccc(S(=O)(=O)N2CCN(C(=O)CCOc3ccccc3C)CC2)cc1	-16	i	1	i	i	i	i	-6	i	i	i
CC(C)CC(=O)N/C(N)=N/c1nc2ccccc2o1	-5	i	9	i	i	i	i	4	i	i	i
Cc1cccn2c(=O)c(C=O)c(N3CCN(C)CC3)nc12	-12	i	1	i	i	i	i	17	i	i	i
Cc1ccc(N(CCC#N)C(=O)COC(=O)C2CCN(S(=O)(=O)c3ccc(C)c(C)c3)CC2)cc1	-15	i	3	i	i	i	i	-8	i	i	i
COc1ccc(CN(C)C2CCCCC2)c(C)c1C	1	i	-4	i	i	i	i	-1	i	i	i
Cc1cc(C(=O)Nc2sc3c(c2C#N)CCC3)no1	-9	i	1	i	i	i	i	-2	i	i	i
COc1ccc(Nc2nccc(N(C)C)c2C#N)cc1	-5	i	-2	i	i	i	i	1	i	i	i
O=C(CSc1nnc2sc3ccccc3n12)NCc1ccc2c(c1)OCO2	-7	i	12	i	i	i	i	-3	i	i	i
Cc1cc(Cn2nc(-c3ccccc3)cc2C(=O)NCc2cccc(C(F)(F)F)c2)on1	-13	i	2	i	i	i	i	1	i	i	i
O=C1Nc2ccc(Br)cc2C1(O)Cc1ccncc1 (centres undefined)	-3	i	-4	i	x	i	i	2	i	i	i
CC(=O)c1ccc(N2CCN(C(=O)c3cc4c(s3)CCCC4)CC2)cc1	-7	i	-3	i	i	i	i	x	i	i	10*
Cn1c(=O)c2sc3c(c2n(CC(=O)Nc2ccccc2)c1=O)COC(C)(C)C3	-3	i	-3	i	i	i	i	3	i	i	i
O=C(NC1=NCCS1)c1cc(-c2cccnc2)nc2ccccc12	-14	i	2	i	i	i	i	x	i	i	i
COc1ccc(C(=O)Nc2ccc(S(=O)(=O)NC(C)=O)cc2)cc1[N+](=O)[O-]	-7	i	7	i	i	i	i	-1	i	i	i
NC(=O)c1ccccc1N=Cc1cccnc1	-5	i	4	i	i	i	i	4	i	i	i
S=C(Nc1ccc(Cl)cc1Cl)Nn1cnnc1	2	i	-1	i	i	i	i	-2	i	i	i
Cc1ccc(C(=O)NC(NCc2ccco2)C(Cl)(Cl)Cl)cc1 (centres undefined)	-10	i	3	i	i	i	i	-5	i	i	i
Cc1cc(C2=CC(C)(c3cc(C)oc3C)Nc3nc(C(F)(F)F)nn32)c(C)o1 (centres undefined)	-11	x	1	i	i	i	i	x	i	i	i
CC(=O)N1CC[n+]2c(-c3ccc(Cl)cc3)csc21	-10	i	-1	i	i	i	i	6	i	i	i
O=C(c1ccc(F)cc1)N1CCN(S(=O)(=O)c2ccc(Br)cc2)CC1	-7	i	5	i	i	i	i	-2	i	i	i
CNS(=O)(=O)c1cccc(C(=O)OCC(=O)N2c3ccccc3CC2C)c1 (centres undefined)	-8	i	6	i	i	i	i	-2	i	i	i
COC(=O)c1cc2occc2n1CC(=O)N(C)C1CCCCC1	-4	i	8	i	i	i	i	-9	i	i	i
Cc1ccc(CS(=O)(=O)CCC(=O)NCCN2CCCC2)cc1	-2	i	-2	i	i	i	i	5	i	i	i
Cc1ccnc(N2CCC(C(=O)NCc3ccccc3F)CC2)n1	-1	i	-2	i	i	i	i	-1	i	i	i
CSc1nc2ccc(NC(=O)C3CC(=O)N(Cc4ccccc4)C3)cc2s1 (centres undefined)	-7	i	2	i	i	i	i	11	i	i	i
COc1ccc(NC(=O)CSc2ccc3nnc(CCNC(=O)c4ccccc4)n3n2)cc1OC	-5	i	-5	i	i	i	i	2	i	i	i
C#CCOCCOCCOCCNc1nc(N2CCN(C(=O)[C@H]([C@@H](C)O)n3cc(CCCCN)nn3)CC2)nc(N2CCN(C(=O)[C@H](C)n3cc(CCCN=C(N)N)nn3)CC2)n1	-11	i	-1	i	i	i	i	7	i	i	i
CN1CCN(C(=O)c2ccc3c(Cl)c4c(nc3c2)CCCC4)CC1	-5	i	1	i	i	i	i	-2	i	i	i
Cc1ccc(S(=O)(=O)NCC(=O)NCC(=O)N2CCC(C)CC2)cc1	-7	i	0	i	i	i	i	-2	i	i	i
O=C(CCc1ccccc1)NC(NC(=S)Nc1ccc(Br)cc1)C(Cl)(Cl)Cl (centres undefined)	-9	i	-3	i	i	i	i	1	i	i	i
CCOC(=O)C1CCN(C(=O)CNC(=O)OC(C)(C)C)CC1	-6	i	-4	i	i	i	i	-2	i	i	i
COc1ccc(NC(=O)Nc2ccccc2F)cc1Cl	-3	i	14	i	i	i	i	-2	i	i	i
O=C(O)CCCNS(=O)(=O)c1cccc2nsnc12	-7	i	7	i	i	i	i	0	i	i	i
CC12CCC(C(N)=O)(c3nc4ccccc4nc31)C2(C)C (centres undefined)	-1	i	11	i	i	i	i	0	i	i	i
Cc1ccc(N(C(=O)Cn2nnc(-c3ccc(C)o3)n2)C(C(=O)NC2CCCC2)c2ccncc2)cc1 (centres undefined)	-7	i	-15	i	i	i	i	-5	i	i	i
CC1=C(C(=O)OCC2CCCCC2)C(c2ccc(O)cc2)NC(=O)N1 (centres undefined)	-12	i	4	i	i	i	i	-2	i	i	i
COC(=O)COc1cccc(NS(=O)(=O)c2ccc(NC(C)=O)cc2)c1	-1	i	-9	i	i	i	i	1	i	i	i
O=C(NCCN1CCOCC1)C12CC3CC(C1)CC(c1ccccc1)(C3)C2	-7	i	4	i	i	i	i	0	i	i	i
Cc1cc(C)n(CCC(=O)N2CCCC(Nc3ccc(F)cc3)C2)n1 (centres undefined)	-3	i	-9	i	i	i	i	x	i	i	i
COCCNCC(=O)Nc1ccc(OC(F)(F)F)cc1	-11	i	-1	i	i	i	i	4	i	i	i
CCn1c(=O)cc(OCC(=O)NC(C)c2ccc3c(c2)OCCO3)c2ccccc21 (centres undefined)	-7	i	3	i	i	i	i	2	i	i	i
O=C(N/N=C/c1cccc([N+](=O)[O-])c1)C1CC(=O)N(c2ccc(Cl)cc2)C1 (centres undefined)	-2	i	2	i	i	i	i	6	i	i	i
CCCN(CC1CC1)C(=O)Nc1ccccc1C	-5	i	7	i	i	i	i	2	i	i	i
CCCOC(=O)/C(C(N)=NCc1ccccc1)=C(\O)OCCC	-8	i	-5	i	i	i	i	4	i	-6.6*	i
Cc1nn(C(C)C(=O)Nc2ccc3c(c2)OCO3)c(C)c1[N+](=O)[O-] (centres undefined)	-15	i	0	i	i	i	i	4	i	i	i

Screening data from PubChem.
